From PubChem
APEX1 inh: blocks human APE1 abasic DNA cleavage | P27695 | 350,000 tested, 0.35% active | Potency, µM (series often up to 65.8 µM), for the others: top-dose activity change, negative = inhibition, hits mostly inhibitors | recombinant APE1, TAMRA/BHQ-2 abasic DNA cleavage fluorescence;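 further: plate controls were vehicle for no effect and reference inhibitor for full effect; nearly all actives have a fitted effect of over 55% in size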
Target sequence (P27695 whole entry, looked up): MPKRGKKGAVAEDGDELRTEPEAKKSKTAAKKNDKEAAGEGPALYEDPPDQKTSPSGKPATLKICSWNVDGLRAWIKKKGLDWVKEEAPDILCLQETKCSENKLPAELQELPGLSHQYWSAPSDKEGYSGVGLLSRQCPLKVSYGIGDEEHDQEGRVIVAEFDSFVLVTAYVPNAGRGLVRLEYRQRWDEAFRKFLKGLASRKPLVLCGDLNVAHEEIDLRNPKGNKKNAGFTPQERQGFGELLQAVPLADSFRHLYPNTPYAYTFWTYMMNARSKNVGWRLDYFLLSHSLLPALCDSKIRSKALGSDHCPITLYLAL
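Measures dequenching upon AP-site incision of a 5'-TAMRA/3'-BHQ-2 THF-containing duplex, 50 nM; human APE1 0.75 nM after 15 min room-temperature exposure to compound; kinetic three-point read at one-minute spacing.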
POLB inh: DNA polymerase beta (human) inhibition. Potency, µM (doses to about 114 µM), for the others: at the highest dose activity change, negative = inhibition, hits mostly inhibitors. P06746. AID 485314. Pol beta primer extension/strand displacement, fluorescence kinetic. 340,000 tested, 1.3% active; further: on the % scale 0 is the no-effect control and ±100 the full control effect
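Human Pol beta at 10 nM; strand-displacement substrate 50 nM final. Compound exposure 15 min at room temperature before start, reaction 10 min at room temperature.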
BLM helicase inh: inhibitors of human Bloom syndrome helicase BLM; P54132; recombinant BLM DNA unwinding, fluorescence dequenching; Potency, µM (doses to about 56.1 µM), inactives show at the highest dose activity change, negative = inhibition, hits mostly inhibitors; 350,000 tested, 0.2% active;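 further: plate controls were vehicle for no effect and no enzyme for full effect; nearly all actives have a fitted effect of over 35% in size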
JMJD2A Tudor inh: JMJD2A Tudor domain (human) inhibition | O75164 | AlphaScreen JMJD2A-Tudor / H3K4me3 peptide binding | Potency, µM (top dose mostly 114 µM), without a hit: top-dose activity change, negative = inhibition, usual class: inhibitors | 390,000 tested, 4.4% active; further: on the % scale 0 is the no-effect control and ±100 the full control effect; nearly all actives have a fitted effect of over 50% in size
Pol iota inh: DNA polymerase iota (human) inhibition; Q9UNA4; Pol iota fluorescent replication assay, 10 min; Potency, µM (doses to about 115 µM), without a hit: top-dose activity, negative = inhibition, hits mostly inhibitors; 390,000 tested, 1% active; AID 588590
Target sequence (Q9UNA4 whole entry, looked up): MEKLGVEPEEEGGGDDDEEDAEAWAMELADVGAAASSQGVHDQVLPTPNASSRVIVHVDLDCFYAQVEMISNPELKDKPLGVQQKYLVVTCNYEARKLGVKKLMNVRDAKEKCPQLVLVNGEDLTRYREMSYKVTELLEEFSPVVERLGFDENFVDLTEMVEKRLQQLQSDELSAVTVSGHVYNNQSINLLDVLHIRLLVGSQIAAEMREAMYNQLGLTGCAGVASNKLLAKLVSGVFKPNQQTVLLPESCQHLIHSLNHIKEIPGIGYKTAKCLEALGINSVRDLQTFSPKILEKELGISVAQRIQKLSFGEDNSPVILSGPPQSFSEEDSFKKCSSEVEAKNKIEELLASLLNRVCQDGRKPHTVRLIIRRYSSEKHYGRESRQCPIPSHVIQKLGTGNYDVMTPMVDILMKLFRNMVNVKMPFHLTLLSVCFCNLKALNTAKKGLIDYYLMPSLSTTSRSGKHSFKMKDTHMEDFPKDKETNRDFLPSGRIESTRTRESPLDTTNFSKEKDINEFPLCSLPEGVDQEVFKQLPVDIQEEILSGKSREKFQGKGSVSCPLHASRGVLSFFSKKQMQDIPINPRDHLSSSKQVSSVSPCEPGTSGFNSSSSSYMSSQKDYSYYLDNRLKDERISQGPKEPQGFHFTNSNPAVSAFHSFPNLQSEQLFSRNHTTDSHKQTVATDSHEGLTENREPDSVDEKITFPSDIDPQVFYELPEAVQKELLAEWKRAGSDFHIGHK
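Fluorescent replication assay read twice, at 0 min and 10 min after adding 50 nM (final) substrate. Enzyme (10 nM) and compounds were first incubated 15 min at room temperature; enzyme-free buffer wells were negative controls.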
POLH inh: inhibitors of human DNA polymerase eta; Potency, µM (series often up to 114 µM), for the others: at the highest dose activity change, negative = inhibition, actives largely listed as inhibitors; Q9Y253; AID 588591; 390,000 tested, 1.2% active; recombinant Pol eta, fluorescent DNA replication assay; further: on the % scale 0 is the no-effect control and ±100 the full control effect
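Pol eta at 10 nM preincubated with compounds 15 min at room temperature; reaction started with fluorescent substrate (50 nM final) and read kinetically at 0 and 10 min.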
G9a inh: blocks human histone lysine methyltransferase G9a; AID 504332; G9a H3K9 monomethylation, AlphaScreen, 2 h; 350,000 tested, 8.8% active; Potency, µM (top dose mostly 102 µM), for inactives: at the highest dose activity, negative = inhibition, actives largely listed as inhibitors; further: on the % scale 0 is the no-effect control and ±100 the full control effect; nearly all actives have a fitted effect of over 75% in size
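Chemiluminescent proximity detection of H3K9 monomethylation, read after 10 min bead incubation in the dark. Reaction: 20 nM G9a, 500 nM biotin-H3K9 peptide, 20 uM SAM cofactor, 2 h, room temperature, following 15 min enzyme-compound preincubation.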
POLK inh: DNA polymerase kappa (human) inhibition; AID 588579; Potency, µM (doses to about 107 µM), without a hit: at the highest dose activity, negative = inhibition, actives largely listed as inhibitors; purified Pol kappa, fluorescent DNA synthesis assay, 10 min; 400,000 tested, 0.53% active; further: on the % scale 0 is the no-effect control and ±100 the full control effect
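Readout: fluorescence, taken kinetically at 0 and 10 min. Conditions: 10 nM Pol kappa, 15 min RT compound preincubation, 50 nM substrate final. Controls: enzyme-free buffer wells.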
BAZ2B inh: blocks human BAZ2B; AlphaScreen BAZ2B-H3K14Ac peptide displacement; Potency, µM (series often up to 114 µM), for the others: top-dose activity change, negative = inhibition, most hits filed as inhibitors; 360,000 tested, 4.4% active; AID 504333; further: on the % scale 0 is the no-effect control and ±100 the full control effect; nearly all actives have a fitted effect of over 60% in size
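Multi-concentration screen (max 110 uM) measuring displacement of acetylated histone H3 peptide from BAZ2B by AlphaScreen, using 50 nM protein, 50 nM peptide and 10 ug/mL streptavidin donor plus Ni-chelate acceptor beads.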
* = called active by the depositor; ? = inconclusive; / = not tested or not shown; & = joins results of further samples; [ ] = dose if it differs, or a comment. The call rests on the fitted dose curve; in most records, active means well fitted curve in the direction sought with a large enough effect; inconclusive means small, poorly fitted or top-dose-only effect, or another doubt; inactive means no such curve, though single readings can be large; an effect the other way counts as inactive or inconclusive. Potency means the concentration at half of the fitted maximal effect. This is a subset; count on the stated rates, not on these rows.

APEX1 inh	POLB inh	BLM helicase inh	JMJD2A Tudor inh	Pol iota inh	POLH inh	G9a inh	POLK inh	BAZ2B inh	Molecule
5%	31%	-4%	-10%	24%	-10%	/	-12%	3%	Cc1ccccc1N1CCN(C2CCCN(C(=O)CCN3CCCCO3)C2)CC1 (stereo not given)
-6%	-3%	4%	-6%	-22%	?	17%	10%	4%	Cc1c(Cl)cccc1NC(=O)C1NC(=O)CC1c1ccccc1 (stereo not given)
1%	-12%	-1%	-10%	-6%	5%	-3%	-26%	2%	CCc1ccc(N2CC(C(=O)NCc3ccc4c(c3)OCO4)CC2=O)cc1 (stereo not given)
-12%	-1%	4%	-11%	1%	-9%	-9%[0.501 µM]	-6%	12%	OC1(C#CCN2CCCC2)CCCCC1
-3%	?	0%	-6%	18%	-10%	-4%	-11%	-2%	CCOC(=O)CC(=O)CSc1ncnc2c1nnn2-c1ccc(OC)cc1
-4%	8%	-6%	-3%	0%	-9%	3%[59 µM]	-6%	-5%	O/N=C/c1ccccc1OCc1ccccc1Cl
/	-1%	0%	-16%	-14%	-8%	-28%[59 µM]	-10%	-37%	COc1ccc(CCNC(=O)C(=O)NCC(c2cccnc2)N2CCN(c3ccccc3)CC2)cc1 (stereo not given)
1%	0%	-3%	-8%[57.1 µM]	90%[activator]	-18%	-30%	-2%	-19%	COc1cc2nc(CN(C)Cc3ccc(Cl)cc3)[nH]c(=O)c2cc1OC
18%	22%	-5%	-29%	2%	-9%	?	6%	-37%	Cc1cc(C)cc(C(=O)NC(CC(N)=O)c2ccc(N3CCC(Br)CC3)c([N+](=O)[O-])c2)c1 (stereo not given)
20%	/	3%	/	/	/	3%[12.7 µM]	2%[60.1 µM]	/	COc1ncc2nc(-c3cc(F)cc(F)c3)c(=O)n(CCC#N)c2n1
3%	/	/	-7%	14%	-1%	-34%[12.7 µM]	-1%	-2%	Cc1ccc(NC(=O)C(C)N2CCN(C)CC2)cc1S(=O)(=O)N1CCOCC1 (stereo not given)
12%	48%	2%	22µM*	26%	-11%	11µM*	-12%	?	CCOc1cccc(OCCOCCN(C)C)c1
-2%	-3%	1%	-16%	60%[activator]	-6%	28%[59 µM]	-6%	45%[activator]	CS(=O)(=O)N(CC(=O)Nc1cccnc1)c1ccc2c(c1)OCO2
4%	-1%	1%	-11%	7%	-11%	?	-5%	4%	CCOC(=O)C1=C(c2ccccc2)Nc2ncnn2C1c1cccc(OC)c1OC (stereo not given)
-2%	-7%	1%	-25%	3%	-5%	2%	-4%	-20%	CCCN1CCN(C(=O)CN2C(=O)CC(C)(C)S(=O)(=O)c3ccccc32)CC1
-11%	-1%	-2%	-10%	-9%	-11%	17%	-5%	-3%[57.1 µM]	COc1ccc(N2CCN(C3CCCN(C(=O)CN4CCCCC4=O)C3)CC2)cc1 (stereo not given)
-1%	-29%	2%	-13%	100%[activator]	1%	18%[12.7 µM]	-20%	-5%	N#CCCn1cc(C(=O)N2CCCCC2)c(-c2ccc([N+](=O)[O-])cc2)n1
15%	-2%	2%	-12%	19%	-21%	-24%	-4%	-1%	O=C(OCc1cccc(C(F)(F)F)c1)c1ccc[nH]c1=O
73%[activator]	-5%	-1%	-26%	106%[activator]	-13%	45µM*	-4%	-15%	CC(=O)N1CCN(c2ccc(NS(=O)(=O)c3ccc(C)cc3)cc2)CC1
20%	24%	-6%	26%	1%	-10%	2%	4%	-18%	Cc1ccc(-c2nc(CS(=O)(=O)CC(=O)NCc3ccc4c(c3)OCO4)c(C)o2)cc1
2%	-4%	-7%	-2%	14%	-11%	5%	-5%	-18%	CCOc1ccc(C(=O)NC(C)C2COc3ccccc3O2)cc1 (stereo not given)
12%[12.4 µM]	44%	-2%	-1%	-25%	-13%	3%[59 µM]	2%	6%	CC(=O)c1ccc(NC(=O)c2cc(-c3cccs3)on2)cc1
/	-3%	-7%	-18%	-1%	-16%	1%[59 µM]	?	-16%	COc1ccc(C(=O)N(Cc2ccc(C(C)C)cc2)C2CCS(=O)(=O)C2)cc1 (stereo not given)
-3%	3%	-3%	2%	118%[activator]	-12%	-6%[0.501 µM]	-4%	-2%	COc1ccc(N2CCN(C(=O)CSc3nnc(NC(=O)C4CCC4)s3)CC2)cc1
7%	2%	-13%	-12%	5%	-7%	-29%[12.7 µM]	-11%	-36%	CC(C)OCCCN1C(=O)c2[nH]nc(-c3ccccc3O)c2C1c1cccc(Cl)c1 (stereo not given)
8%	5%	-1%	-11%	0%[58.9 µM]	-10%	7%[2.33 µM]	0%	5%	Cn1c2ccccc2c2nn(-c3ccccc3)c(=O)cc21
/	-1%	-7%	-14%	15%	/	7%[59 µM]	-2%	-21%	O=C(NCc1ccco1)c1ccc2c(c1)N(Cc1ccc(F)cc1)C(=O)c1ccccc1S2(=O)=O
10%	13%	-1%	3.5µM*	10%	-21%	12%	6%	2.8µM*	Cc1ccccc1NC(=O)CSc1n[nH]c(-c2ccccn2)n1
-4%	9%	4%	-5%	8%	-23%	?	-3%	-35%	CC(c1ccccc1)N1CCN(C(=O)CCl)CC1 (stereo not given)
9%	2%	9%	-28%	7%	-20%	-16%[59 µM]	-15%	?	O=C(c1ccco1)N1CCN(C(c2ccccc2)c2nnnn2C2CCCC2)CC1 (stereo not given)
42%[12.4 µM]	-19%	2%	-1%	70%[activator]	-16%	14%[59 µM]	2%	3%	Cc1ccc(N2CC(C(=O)N3CCN(Cc4ccc5c(c4)OCO5)CC3)CC2=O)cc1 (stereo not given)
/	0%	-4%	-11%	1%	-7%	-3%[59 µM]	4%	0%	Cc1cccc(N2CCN(C(=O)Cn3ncc4c([nH]c5ccccc54)c3=O)CC2C)c1 (stereo not given)
/	34%	-2%	-7%	17%	-2%	-5%[59 µM]	7%	0%	O=C(Cn1ncn2c(cc3sccc32)c1=O)NCCc1ccccc1
-6%	9%	-7%	?	20%	-4%	/	-11%	50µM*	CCOC(=O)c1cc2c(C)n(-c3ccc(OCC)cc3)c(C)c2ccc1=O
4%	-1%	-8%	-32%	87%[activator]	-24%	?	-8%	-31%	CCOC(=O)c1c(NC(=O)CSc2nnc(-c3c[nH]c4ccccc34)n2C)sc2c1CCCC2
1%	-14%	11%	-2%	-17%	-17%	-25%	1%	-6%	CN1CCN(Cc2c(C#N)c3ccccc3n2C)CC1
-4%	0%	1%	-10%	3%	-16%	-8%	-3%	4%	COc1ccc(C2C(C(C)=O)=C(O)C(=O)N2c2ccc(Br)cn2)cc1 (stereo not given)
56%	/	/	-17%	49%[activator]	-11%	-3%[0.501 µM]	-1%	-22%	O=C(COc1coc(CN2CCN(c3ccc(F)cc3)CC2)cc1=O)Nc1ccccc1
-4%	5%	2%	-25%	-1%	-11%	-11%[59 µM]	-3%	-7%	COc1ccc(S(=O)(=O)Nc2ccccc2C(=O)OC2CCCN(C)C2)cc1OC (stereo not given)
3%	2%	-1%	-11%	16%	-4%	/	-23%	13%	Cc1ccc2c(c1)N(C(=O)CCC(=O)NCc1ccccc1)CC(C)O2 (stereo not given)
-10%	/	/	-6%	33%[activator]	-18%	/	-10%	/	COc1ccccc1Nc1nnc(SCC(=O)c2c(N)n(C3CC3)c(=O)[nH]c2=O)s1
16%	/	/	79µM*	?	-9%	15%[2.33 µM]	0%	-13%	COC(=O)[C@@]12CCCN1[C@H](c1ccc(-c3ccccc3)cc1)[C@H]1C(=O)N(C)C(=O)[C@H]12
-8%	/	0%	39%[activator]	-4%	/	/	-7%	/	CC(C)CC(CSc1ccc(Br)cc1)N1CCN(CC(C)C)CCC1=O (stereo not given)
3%	18%	2%	-2%	-18%	-25%	18%[59 µM]	-3%	7%	CN=c1scc(-c2ccc(Cl)cc2)n1C
/	17%	-17%	-17%	33%[activator]	-18%	6%[59 µM]	7%	-19%	CCOc1ccccc1NC(=O)Cn1c(=O)n(-c2ccc(F)cc2)c(=O)c2c3c(sc21)CN(C(C)=O)CC3

Some of these compounds in order of SMILES length, rising.
APEX1 inh	POLB inh	BLM helicase inh	JMJD2A Tudor inh	Pol iota inh	POLH inh	G9a inh	POLK inh	BAZ2B inh	Molecule
1%	-14%	11%	-2%	-17%	-17%	-25%	1%	-6%	CN1CCN(Cc2c(C#N)c3ccccc3n2C)CC1
42%[12.4 µM]	-19%	2%	-1%	70%[activator]	-16%	14%[59 µM]	2%	3%	Cc1ccc(N2CC(C(=O)N3CCN(Cc4ccc5c(c4)OCO5)CC3)CC2=O)cc1 (stereo not given)
/	17%	-17%	-17%	33%[activator]	-18%	6%[59 µM]	7%	-19%	CCOc1ccccc1NC(=O)Cn1c(=O)n(-c2ccc(F)cc2)c(=O)c2c3c(sc21)CN(C(C)=O)CC3

The list continues.
APEX1 inh	POLB inh	BLM helicase inh	JMJD2A Tudor inh	Pol iota inh	POLH inh	G9a inh	POLK inh	BAZ2B inh	Molecule
3%	18%	4%	-1%	11%	-13%	16%[59 µM]	-10%	-3%	NC(=O)c1ccccc1NC(=O)Nc1cccc(Cl)c1Cl
50%	/	/	-1%	13%	-11%	/	-12%	/	COc1ccccc1NC(=O)COC(=O)Cn1cnc2c1c(=O)n(C)c(=O)n2C
15%	6%	1%	14µM*	115%[activator]	-12%	6.3µM*	-10%	-15%	S=c1[nH]ccn1Cc1ccccc1
-10%	11%	-1%	?	-1%	0%	50µM*	-20%	4%	O=C(OCCCCN1C(=O)c2ccccc2C1=O)c1n[nH]c2ccccc12
3%	7%	0%	-4%	20%	-3%	-29%	-11%	-8%	O=C(NCc1ccccn1)C12CC3CC(CC(C3)C1)C2
14%	/	7%	/	/	/	17%[59 µM]	-9%[60.1 µM]	/	O=C(O)CCC(=O)O
-16%	6%	-1%	1%	-10%	-11%	12%	2%	0%	COc1ccc(CCC(=O)Nc2ncc(C)s2)cc1
3%	22%	-8%	?	-29%	-15%	71µM*	3%	?	CC1=NN(c2ccccc2)C(=O)C1N=Nc1cccc(O)c1 (stereo not given)
-5%	/	/	-7%	34%[activator]	-24%	/	2%	/	COc1ccccc1/C=C/C(=O)N1CCN(S(=O)(=O)c2cccs2)CC1
/	2%	-2%	18%	34%[activator]	/	16%[59 µM]	-14%	6%	COC(=O)c1c(C)nn(-c2ccc(F)cc2)c1-n1cccc1
/	-18%	-7%	-13%	?	-1%	?	-10%[60.1 µM]	?	CCOCCCNC(=O)c1ccc2c(c1)NC(=O)C(CS(=O)(=O)Cc1ccc(F)cc1Cl)N2 (stereo not given)
/	26%	-2%	-8%	38%[activator]	-12%&-3%	-43%[59 µM]	6%	-16%	COc1ccc(OC)c(NS(=O)(=O)c2ccc(-n3cccn3)cc2)c1
